# Screening data as filed in PubChem BioAssay.
# HADH2 inhib – inhibitors of human HADH2 dehydrogenase | Q99714 | recombinant HADH2, NADH fluorescence, beta-hydroxybutyryl-CoA | Potency, µM (doses to about 57.1 µM), without a hit: at the highest dose activity change, negative = inhibition, most hits filed as inhibitors | actives 3.4% (n = 73,000) | AID 886; note: potency is the fitted concentration of half-maximal effect; % is set by controls: 0 for no effect and ±100 for the full control effect; nearly all actives have a fitted effect of over 60% in size; many of its hits are not listed in these tables
# Target sequence (Q99714 whole entry, looked up, one chain of several): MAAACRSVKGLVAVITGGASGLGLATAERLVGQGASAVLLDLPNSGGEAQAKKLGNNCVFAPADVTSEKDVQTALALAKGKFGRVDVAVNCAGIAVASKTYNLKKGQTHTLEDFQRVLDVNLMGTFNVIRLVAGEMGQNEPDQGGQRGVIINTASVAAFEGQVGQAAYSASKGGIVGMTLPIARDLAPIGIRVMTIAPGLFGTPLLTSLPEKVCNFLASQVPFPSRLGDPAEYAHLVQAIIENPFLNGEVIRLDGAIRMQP
#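 Activity measured as NADH fluorescence gain (360/450 nm), taken as the change between first and last reads of a 4-min kinetic run. Conditions: pH 9.0 Tris buffer, 20 nM E. coli-expressed His-tagged enzyme, 1 mM NAD+, 90 uM beta-hydroxybutyryl-CoA; 15-min compound preincubation.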
# UbGFP stabilizer – inhibits proteasome, raising ubiquitin-GFP reporter fluorescence | AID 526 | 67,000 tested, under 10 active | Potency, µM (highest dose often 45.9 µM), without a hit: top-dose activation (GFP accumulation), hits mostly activators | Ubiquitin-GFP reporter cells, proteasome inhibition, GFP fluorescence; response scale: untreated = 0%, 10 µM MG-132 = 100%; active = well fitted activation curve with a large enough effect, not every such curve was filed as active; inconclusive = small, poorly fitted or top-dose-only effect, or another doubt; inactive = no such curve, though single readings can be large or run the other way; note: potency is the fitted concentration of half-maximal effect
#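 GFP accumulation read-out: laser plate cytometry counting ubiquitin(G76V)-GFP-expressing U2OS cells after 4 hr compound exposure at 37 °C. Titrations spanned 46 uM to 2.9 nM; 0% = basal, 100% = 10 uM MG-132; concentration-response curves fitted.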
# HBB splice mod – hemoglobin beta splicing modulation. actives 0.06% (n = 65,000). HBB splicing reporter cell assay, activation; EGFP reporter with mutant IVS2-654 intron; response scale: normalised to 500 nM splice-correcting PNA. Potency, µM (titrated, usually from 46.1 µM), without a hit: top-dose activation, actives largely listed as activators; note: potency is the fitted concentration of half-maximal effect; 0% is about no effect
#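 HeLa cells stably expressing EGFP interrupted by mutant beta-globin intron 2 (IVS2-654), 500/well in 2% FCS. Treated with compound for 2 days at 37C. Splicing correction scored as total well GFP intensity (488 nm excitation, 500-520 nm emission); 500 nM antisense PNA served as control.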
# 4MU fluor – compounds fluorescent in 4-MU spectral region | compound autofluorescence, 340/450 nm, 4-MU equivalents; active compounds read high | max dye-equivalent concentration, M | actives 11% (n = 59,000); in the data active = max dye-equivalent concentration above about 10 nM; inconclusive = mostly about 1.1 nM to 9.6 nM
#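 Intrinsic fluorescence at 340/450 nm (ex/em) was read after 15 min at room temperature in pH 8.0, 100 mM Tris. Each compound concentration expressed as 4-MU-equivalent concentration from a six-point 4-MU standard series on each plate.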
# 15-hLO inh – 15-hLO (ALOX15) enzyme inhibition. actives 1.4% (n = 74,000). P16050. Potency, µM (titrated, usually from 57.1 µM), without a hit: at the top dose activity change, negative = inhibition, most hits filed as inhibitors. purified 15hLO-1, xylenol orange hydroperoxide absorbance. AID 887; note: potency is the fitted concentration of half-maximal effect; % is set by controls: 0 for no effect and ±100 for the full control effect; nearly all actives have a fitted effect of over 55% in size
# Target sequence (P16050 whole entry, looked up): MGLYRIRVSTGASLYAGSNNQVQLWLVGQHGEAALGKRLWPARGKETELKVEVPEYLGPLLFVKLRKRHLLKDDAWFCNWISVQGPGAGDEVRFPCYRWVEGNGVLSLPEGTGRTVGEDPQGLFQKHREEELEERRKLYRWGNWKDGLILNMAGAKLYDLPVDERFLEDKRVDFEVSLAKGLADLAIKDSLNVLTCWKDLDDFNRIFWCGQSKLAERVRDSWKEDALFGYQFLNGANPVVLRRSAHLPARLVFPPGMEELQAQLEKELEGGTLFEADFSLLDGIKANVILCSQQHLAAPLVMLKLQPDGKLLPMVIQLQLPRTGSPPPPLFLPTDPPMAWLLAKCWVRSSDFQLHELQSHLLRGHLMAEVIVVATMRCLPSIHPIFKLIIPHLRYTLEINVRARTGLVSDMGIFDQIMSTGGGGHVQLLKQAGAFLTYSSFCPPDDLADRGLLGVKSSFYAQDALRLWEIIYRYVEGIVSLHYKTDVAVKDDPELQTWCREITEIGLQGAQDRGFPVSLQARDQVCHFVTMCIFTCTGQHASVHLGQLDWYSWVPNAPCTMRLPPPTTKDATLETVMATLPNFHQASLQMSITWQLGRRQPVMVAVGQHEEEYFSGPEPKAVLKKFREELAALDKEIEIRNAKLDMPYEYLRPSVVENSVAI
#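 Purified human 15hLO-1 (40 nM final) in 25 mM Hepes pH 7.5, 0.01% Triton X-100 was preincubated with compound 15 min at room temperature, then reacted 6 min with 50 uM arachidonic acid; hydroperoxide detected by Fe-XO, 573/405 nm absorbance ratio.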
# GFP derepression – epigenetic modulators derepressing GFP locus in mouse cells | mouse C127i GFP locus derepression, cytometry, 30 h | actives 0.09% (n = 68,000) | AID 597 | Potency, µM (titrated, usually from 46.1 µM), without a hit: top-dose GFP derepression (activation); note: % of control where 0% means no effect
#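 Derepression screen: silenced CMV-GFP reporter in murine C127i cells, 30 h compound incubation at 37 C, washed cells imaged by laser-scanning cytometer to enumerate GFP-expressing objects of 20 to 120 um.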
# Texas Red fluor – compound fluoresces in the Texas Red spectral region. max dye-equivalent concentration, M. AID 587. Compound fluorescence, Texas Red channel, 547/618 nm; active compounds read high. actives 0.06% (n = 59,000); in the data active = max dye-equivalent concentration above about 10 nM; inconclusive = between about 1.1 nM and that limit
#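 Dye-equivalent concentrations come from scaling compound signal (ex 547, em 618 nm) to six Texas Red standard concentrations run on every plate, after 15 min room-temperature incubation in pH 8.0 Tris (100 mM).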
# DNA Pol III inh – inhibitors of bacterial DNA polymerase III holoenzyme. AID 603. reconstituted DNA polymerase III holoenzyme replication, biochemical. Potency, µM (titrated, usually from 57.1 µM), without a hit: top-dose activity change, negative = inhibition. actives 0.25% (n = 71,000); note: potency is the fitted concentration of half-maximal effect; % is set by controls: 0 for no effect and ±100 for the full control effect
#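 Reconstituted *E. coli* holoenzyme (0.35 nM Pol III, 1 nM beta, 154 nM SSB, 2 nM primase) was preincubated with compound for 15 min at RT. Synthesis on 1.4 nM ssM13Gori ran 35 min, then was stopped with PicoGreen/EDTA and read as dsDNA fluorescence.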
# Fluorescein autfl – compound fluoresces in the fluorescein spectral region; Compound autofluorescence, 480/540 nm, fluorescein-equivalent; active compounds read high; max fluorescein-equivalent concentration, M; actives 0.91% (n = 59,000); AID 593; in the data active = max fluorescein-equivalent concentration above about 10 nM; inconclusive = between about 1.1 nM and that limit
#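 First, buffer (100 mM Tris, pH 8.0) dispensed; second, compounds and fluorescein standards pinned in; third, 15 min room-temperature incubation; finally, imaging at ex 480 nm/em 540 nm. Fluorescence normalized against the six-point fluorescein curve.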
# Hsp90 Hop PPI – changes Hsp90-Hop TPR2A binding signal, up or down; Potency, µM (highest dose often 57 µM), for inactives: at the highest dose activity change, negative = inhibition; AlphaScreen TPR2A-His6 binding biotin-Hsp90 C-terminal peptide; actives 0.44% (n = 71,000); active = well fitted curve in either direction with a large enough effect; inconclusive = small, poorly fitted or top-dose-only effect, or another doubt; note: potency is the fitted concentration of half-maximal effect; % is set by controls: 0 for no effect and ±100 for the full control effect; many of its hits are not listed in these tables
# Rhodamine fluor – compound autofluorescence in rhodamine spectral region | Rhodamine-region fluorescence, 547/598 nm, Tris buffer; active compounds read high | max dye-equivalent concentration, M | actives 0.05% (n = 59,000); in the data active = max dye-equivalent concentration above about 11 nM; inconclusive = between about 1.1 nM and that limit
#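 Intensities are converted to rhodamine-equivalent concentration using a six-point rhodamine standard on each plate. Compounds sit 15 min at room temperature in 100 mM Tris buffer, pH 8.0; read uses the 547/598 nm excitation/emission pair.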
# * hit, by the source's call; i = inactive; u = inconclusive; x = no result given; & = joins results of further samples; [ ] = another dose, or the depositor's remark. Unless noted, calls come from the whole dose curve; as a rule, active = well fitted curve in the direction sought with a large enough effect; inconclusive = small, poorly fitted or top-dose-only effect, or another doubt; inactive = no such curve, though single readings can be large; an effect the other way counts as inactive or inconclusive.
SMILES,HADH2 inhib,UbGFP stabilizer,HBB splice mod,4MU fluor,15-hLO inh,GFP derepression,Texas Red fluor,DNA Pol III inh,Fluorescein autfl,Hsp90 Hop PPI,Rhodamine fluor
CCC1CCCCN1C(=O)COC(=O)c1cc2ccccc2cc1O (stereo unspecified),-3%,-8%,0.0%,i,-5%,-1%,i,0%,u,4%,i
CCC(Sc1nnnn1-c1ccccc1)C(=O)NC(C)c1ccccc1 (stereo unspecified),11%,2%,-1.4%,i,0%,2%,i,0%,u,5%,i
[O-][n+]1ccc(C2CC2)cc1,-3%,-3%,x,i,8%,1%,i,-4%,i,-2%,i
O=C(Nc1ccc2c(c1)OCCO2)NC12CC3CC(CC(C3)C1)C2,6%,-6%,-1.9%,i,2%,2%,i,0%,i,-3%,i
CCN1CCCC1CNC(=O)Cn1cc2c(n1)CCC(C)C2 (stereo unspecified),-2%,15%,0.8%,x,-3%,3%,x,0%,x,-1%,x
CCN1CCN(C(c2cc(OC)ccc2OC)c2nnnn2Cc2ccccc2)CC1 (stereo unspecified),5%,2%,-0.1%[57.5 µM],i,0%,0%,i,2%,i,-3%,i
COc1ccc2cc(CCNC(=O)C3CC3)c(=O)[nH]c2c1,-17%,3%,2.4%,i,2%,3%,i,-7%,i,-2%,i
COC(=O)c1ccc(Oc2nc(NC(C)C)nc(N(C)C)n2)cc1,2%,1%,-1.0%,i,-4%,0%,i,-4%,u,1%,i
COc1cccc(-c2cc(C(=O)N3CCCc4ccccc43)no2)c1,0%,2%,1.7%,i,-20%,4%,i,2%,i,29%,i
COC(=O)c1cc(NC(=O)c2c(Cl)nc3sccn23)cc(C(=O)OC)c1,1%,5%,-5.9%,i,-1%,-1%,u,4%,u,-1%,i
O=C(O)c1ccc(Cl)cc1NC(=O)C1CCCO1 (stereo unspecified),u,5%,-1.0%,i,-5%,2%,i,-4%,i,-5%,i
C[C@]1(O)CC[C@H]2[C@H]3CC=C4N5CCN=C5CC[C@@]4(C)[C@H]3CC[C@@]21C,-9%[11.4 µM],-3%[9.17 µM],-0.1%[9.22 µM],i,2%[11.4 µM],-3%[9.22 µM],i,-8%[11.4 µM],i,-5%[11 µM],i
CC(C)C(c1nnnn1Cc1cccs1)N1CCN(C2CCCC2)CC1 (stereo unspecified),10%,-3%,0.1%[57.5 µM],i,6%,9%,u,-4%,i,-1%,i
CCOC(=O)/C(C#N)=C1/C=CN(c2ccccc2)C=N1,u,27%,-0.9%,x,2%,-3%,x,-5%,x,-6%,x
Cc1ccc(C)n1/N=C1/NC(=O)CS1,-19%,-1%,-1.5%,i,-27%,1%,i,-18%,i,-2%,i
CCCn1nc(C(=O)OCC(=O)c2ccc3c(c2)NC(=O)CO3)c2ccccc2c1=O,17%,-1%,1.7%,i,-5%,0%,i,-4%,u,u,i
Cc1cc(C)c(NC(=O)C[C@H](CC(=O)O)c2cccc3ccccc23)c(C(=O)N2CCC3(CCCC3)CC2)c1,11%,-2%,1.0%,i,-3%,-2%,i,-15%,i,-10%,i
CC(C)c1ccc(Cn2ccc3c4c(N)nc(NC5CC5)nc4ccc32)cc1,9%,1%,x,x,7.9µM*,0%,x,-6%,x,-14%,x
Cc1cc2c(SCc3ccccc3Cl)nc(N)nc2nc1C,19%[11.4 µM],1%[9.17 µM],-0.8%[9.22 µM],1.3e-07M*,-2%[11.4 µM],-3%[9.22 µM],i,-13%[11.4 µM],u,-2%[11 µM],i
CC(=Nc1ccc2c(c1)nc(CO)n2C)C1=C(O)CC(C)(C)CC1=O,5%,-1%,-1.0%,u,4%,0%,i,-7%,i,-9%,i
CC1(C)CC(=O)C=C(Nc2ccccc2NC(=O)c2cnccn2)C1,2%,-2%,x,i,6%,-2%,i,0%,i,0%,i
CCCN1C(=O)c2cc(C(=O)O)ccc2C1O (stereo unspecified),-16%,11%,-0.9%,x,20µM*,x,x,-7%,x,1%,x
N=C(N)c1ccc(/C=C\c2ccc(C(=N)N)cc2)cc1,u,-5%[9.17 µM],2.7%[9.22 µM],8.9e-08M*,9%[11.4 µM],3%[9.22 µM],i,-9%[11.4 µM],i,-4%[11 µM],i
CC(C)N(Cc1nc(-c2ccccc2)no1)C(=O)c1ccc(Cl)cc1,-5%,11%,-1.0%,x,-21%,x,x,-1%,x,-5%[2.3 µM],x
CCn1c(CNC(C)=O)nnc1SCC(=O)c1ccc(Br)cc1,-18%,2%,-1.6%,u,-9%,3%,i,-1%,i,3%,i
# (next part)
SMILES,HADH2 inhib,UbGFP stabilizer,HBB splice mod,4MU fluor,15-hLO inh,GFP derepression,Texas Red fluor,DNA Pol III inh,Fluorescein autfl,Hsp90 Hop PPI,Rhodamine fluor
CCOc1ccccc1N1CC(C(=O)Nc2ccc(C(=O)O)cc2)CC1=O (stereo unspecified),-2%,-4%,4.4%,i,5%,19%,i,-1%,i,-2%,i
O=C1C=CC(=Nc2cccc3c(N=C4C=CC(=O)O4)cccc23)O1,u,3%[9.17 µM],-1.8%[9.22 µM],i,u,-3%[9.22 µM],i,-8%[11.4 µM],i,-3%[11 µM],i
CC(C)C(NS(=O)(=O)c1cccs1)C(=O)NCc1ccc2c(c1)OCO2 (stereo unspecified),-2%,-11%,0.4%,x,-4%,x,x,-14%,x,-1%,x
Cc1ccc(S(=O)(=O)NC(=NC(C)C(=O)O)c2ccccc2)cc1 (stereo unspecified),-4%,-7%,-1.2%,x,4%,4%,x,-2%,x,-4%,x
CN(C)c1ccc(-c2nc(N(C)C)c3ccccc3n2)cc1,8%,3%,0.5%,i,-4%,3%[9.22 µM],i,-19%,u,11%,i
CCCCCCn1c(SCCC)nc2c1c(=O)[nH]c(=O)n2C,1%,0%,0.2%[57.5 µM],i,-6%,-3%,i,2%,i,-4%,i
O=C(CSc1nnc(COc2ccccc2)n1Cc1ccco1)NCc1ccco1,-10%,-6%,1.0%,i,-6%,0%,i,-4%,i,-7%,i
O=C(COc1ncnc2ccccc12)N1CCN(S(=O)(=O)c2ccccc2)CC1,14%,0%,-1.1%,i,4%,1%,u,3%,i,-2%,i
Cc1nnc(SCC(=O)Nc2ccc(Br)cn2)[nH]c1=O,1%,-11%,-0.3%,i,-1%,0%,i,-1%,i,3%,i
CN(C)c1ccc(C2N([C@H](C#N)c3ccc(N(C)C)cc3)CCCN2[C@@H](C#N)c2ccc(N(C)C)cc2)cc1 (stereo partly specified),-3%[11.4 µM],-3%[9.17 µM],2.9%[9.22 µM],u,-2%[11.4 µM],4%[9.22 µM],i,-2%[11.4 µM],i,1%[11 µM],i
CN1CCN(C(=O)CN(Cc2ccc(Cl)cc2)S(C)(=O)=O)CC1,5%,-1%,-2.0%,i,0%,3%,i,-2%,u,-1%,i
COCc1nc2c([nH]1)c(=O)n(C)c(=O)n2CC(C)C,12%&-22%,0%&-6%,0.3%,i,9%,2%&4%,i,-6%&0%,i,-4%&-4%,i
CCCOC(=O)c1ccc(Oc2c(-c3ccc(O)cc3O)n[nH]c2C)cc1,-24%,-8%,0.9%,i,u,3%,i,-4%,i,-9%,i
CC1(C)NC(=O)N(c2ccc([N+](=O)[O-])c(C(F)(F)F)c2)C1=O,8%,6%,0.3%[20.6 µM],u,24%,-1%,i,-1%,u,-3%,i
COCCN1C(=O)C(=O)/C(=C(/O)c2cccc(OC)c2)C1c1ccc(C)o1 (stereo unspecified),-9%,-1%,x,i,37%[activator],0%,i,-4%,i,-1%,i

# Filtered by structure, the entries above with a COOH group (5)
SMILES,HADH2 inhib,UbGFP stabilizer,HBB splice mod,4MU fluor,15-hLO inh,GFP derepression,Texas Red fluor,DNA Pol III inh,Fluorescein autfl,Hsp90 Hop PPI,Rhodamine fluor
O=C(O)c1ccc(Cl)cc1NC(=O)C1CCCO1 (stereo unspecified),u,5%,-1.0%,i,-5%,2%,i,-4%,i,-5%,i
Cc1cc(C)c(NC(=O)C[C@H](CC(=O)O)c2cccc3ccccc23)c(C(=O)N2CCC3(CCCC3)CC2)c1,11%,-2%,1.0%,i,-3%,-2%,i,-15%,i,-10%,i
CCCN1C(=O)c2cc(C(=O)O)ccc2C1O (stereo unspecified),-16%,11%,-0.9%,x,20µM*,x,x,-7%,x,1%,x
CCOc1ccccc1N1CC(C(=O)Nc2ccc(C(=O)O)cc2)CC1=O (stereo unspecified),-2%,-4%,4.4%,i,5%,19%,i,-1%,i,-2%,i
Cc1ccc(S(=O)(=O)NC(=NC(C)C(=O)O)c2ccccc2)cc1 (stereo unspecified),-4%,-7%,-1.2%,x,4%,4%,x,-2%,x,-4%,x

# A portion of the library, so the mix of outcomes need not match the whole.
